Screens (PubChem)
N370S GC = inhibits or activates N370S mutant glucocerebrosidase | P04062 | N370S GC spleen homogenate, 4MU-glucoside fluorescence | Potency, µM (doses to about 59.4 µM), for inactives: at the top dose activity change, negative = inhibition, usual class: inhibitors | 330,000 compounds, 0.092% hits;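 also: 0% = full enzyme activity and -100% = no enzyme basal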
TDP1 cell CPT = growth inhibition of DT40 Tdp1-/-;hTDP1 cells with camptothecin (screen for TDP1 inhibitors); chicken DT40 Tdp1-/-;hTDP1 cells + 20 nM CPT, ATP luminescence, 48 h; Potency, µM (highest dose often 46.2 µM), inactives show at the highest dose activity change, negative = growth inhibition, hits mostly inhibitors; 420,000 compounds, 12% hits; also: nearly all actives have a fitted effect of over 55% in size
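Chicken DT40 Tdp1-/- cells stably complemented with human TDP1 were seeded at 400 cells/well in medium containing 20 nM camptothecin, exposed to pin-transferred compounds, and grown at 37 °C for at least 48 hr. Viability was read as ATP luminescence.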
FEN1 inh = human FEN1 inhibition; P39748; Recombinant FEN1 flap cleavage, fluorescence, 15 min; 390,000 compounds, 0.35% hits; AID 588795; Potency, µM (highest dose often 114 µM), inactives show top-dose activity change, negative = inhibition, most hits filed as inhibitors; also: nearly all actives have a fitted effect of over 65% in size
Target sequence (P39748 whole entry, looked up): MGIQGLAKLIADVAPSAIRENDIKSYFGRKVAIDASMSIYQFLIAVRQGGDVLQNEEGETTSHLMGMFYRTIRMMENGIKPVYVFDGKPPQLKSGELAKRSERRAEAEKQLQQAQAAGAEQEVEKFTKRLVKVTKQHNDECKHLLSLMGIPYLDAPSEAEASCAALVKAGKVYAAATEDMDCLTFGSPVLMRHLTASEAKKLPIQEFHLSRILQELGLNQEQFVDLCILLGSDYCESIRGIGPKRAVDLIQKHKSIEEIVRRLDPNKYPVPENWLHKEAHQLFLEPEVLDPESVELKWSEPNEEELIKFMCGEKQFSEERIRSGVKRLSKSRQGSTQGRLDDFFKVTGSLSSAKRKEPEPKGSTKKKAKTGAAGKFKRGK
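Concentration–response screening of FEN1 (10 nM): 15 min compound preincubation at room temperature, reaction started with 50 nM substrate and read at 0 and 15 min. Corrected, normalized data were fitted by a four-parameter Hill equation.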
* = called active by the depositor; ? = inconclusive; . = no result given; & = joins results of further samples; [ ] = remark or other dose. Calls follow the shape of the dose curve; as a rule, active = well fitted curve in the direction sought with a large enough effect; inconclusive = small, poorly fitted or top-dose-only effect, or another doubt; inactive = no such curve, though single readings can be large; an effect the other way counts as inactive or inconclusive. Unless noted, % is scaled to controls: 0 for no effect and ±100 for the full control effect; potency is read from the fitted curve at half-maximal effect. This is a subset (hit frequency here may not be typical).

SMILES | N370S GC | TDP1 cell CPT | FEN1 inh
CCN1CCN(C(=O)NC2CC(=O)N(c3ccc(OC)cc3)C2)CC1 (stereo not drawn) | -9% | 15% | 1%
CCOc1ccc(OCC(O)CN2CCN(S(=O)(=O)c3cccc(C(F)(F)F)c3)CC2)cc1 (stereo not drawn) | -12% | ? | 4%
COc1ccccc1NC(=S)Nc1cccc(F)c1 | 3% | -23% | -8%
CCN(CC)S(=O)(=O)c1ccc(N2CCOCC2)c(NC(=O)Cc2cccc3ccccc23)c1 | -17% | ? | -1%
Cc1ccc(C(=O)c2cc(C)sc2NC(=O)CN2CCN(C(=O)c3ccco3)CC2)cc1 | -1% | ? | -22%
COc1ccc(S(=O)(=O)n2cccc2)cc1 | . | -5% | -7%
CC(=O)c1ccc(OCCCC(=O)N(CCC2=CCCCC2)c2c(N)n(Cc3ccccc3)c(=O)[nH]c2=O)cc1 | -4% | 1% | 21%
CC(=O)c1cnc(Nc2cccc(C)c2)s1 | 4% | 21% | -8%
COCCCN(C(=O)Cc1csc(-c2cccc(Cl)c2)n1)c1c(N)n(Cc2ccccc2)c(=O)[nH]c1=O | 4% | ? | 33%
CCC1C/C(=C\c2cc(OC)c(OC)cc2OC)C(=O)/C(=C/c2cc(OC)c(OC)cc2OC)C1 (stereo not drawn) | -7% | ? | -21%
COCCOc1nc2c(c(=O)n(C)c(=O)n2C)n1Cc1cccc(OC)c1 | . | 8.2µM* | 2%
CCN(CC)c1cc(NCCO)c([N+](=O)[O-])c2nonc12 | -4% | -14% | -2%
Cc1cc(C(=O)COC(=O)COc2ccccc2C#N)c(C)n1CC1CCCO1 (stereo not drawn) | . | -8% | 14%
COc1cc(C(=O)NC2CCCCC2)ccc1OCc1ccc(Cl)cc1Cl | 21% | -26% | 3%
CCCOc1ccc(/C=C/C(=O)Nc2ccc([N+](=O)[O-])cc2C)cc1 | -1% | -4% | -10%
CC(C)C(=O)NC(=S)Nc1ccccc1C(F)(F)F | 0% | 1% | 4%
Clc1ccc2ncnc(NCc3ccc4c(c3)OCO4)c2c1 | -6%&5%&-12% | 3.2µM* | .
COc1cc(OC)cc(C(=O)Nc2cccc3c2CCCC3)c1 | -3% | ? | 17%
CCCCCc1cc(=O)oc2c(C(CCN3CCCC3)c3ccc4c(c3)OCO4)c(OC)cc(OC)c12 (stereo not drawn) | -11% | . | -16%
CC(=O)Nc1ccc(S(=O)(=O)NCC(=O)OCc2cc(=O)oc3ccc4ccccc4c23)cc1 | ? | 2% | -4%
C=CCN1C(=O)C2(C(C(=O)c3ccc(C)o3)=C(O)C(=O)N2CCCN2CCOCC2)c2ccccc21 (stereo not drawn) | 2% | -1% | -7%
c1ccc(-c2csc(Nc3ccccn3)n2)cc1 | 2% | -17% | ?
Cc1ccc(CN(C(=O)Cn2nnc3ccccc32)C(C(=O)NCc2ccco2)c2cccs2)cc1 (stereo not drawn) | 10% | ? | 3%
N/C(CCN1CCOCC1)=N/O | -2% | -2% | 8%
Cc1[nH]c2ccc(C(=O)OC(C)C(=O)N(C)C3CCCCC3)cc2c1C (stereo not drawn) | -4% | ? | -17%

Single records, as listed above. Screens in order: N370S GC	TDP1 cell CPT	FEN1 inh
CCOc1ccc(OCC(O)CN2CCN(S(=O)(=O)c3cccc(C(F)(F)F)c3)CC2)cc1 (stereo not drawn) reads -12%	?	4%
CC(=O)c1ccc(OCCCC(=O)N(CCC2=CCCCC2)c2c(N)n(Cc3ccccc3)c(=O)[nH]c2=O)cc1 reads -4%	1%	21%

The results go on:
SMILES | N370S GC | TDP1 cell CPT | FEN1 inh
CSCc1c(C(=O)NCCc2ccccn2)oc2ccccc12 | -10% | 6% | 6%
O=C(c1cc2ccccc2o1)N1CCN=C1SCc1cccnc1 | 8% | -23% | 9%
Cc1ccc(-n2c(SCC(=O)N3CC(=O)Nc4ccccc43)nc3ccccc3c2=O)cc1C | 7% | ? | -18%
Cc1cc(C(=O)NC(C)c2ccc3c(c2)OCO3)cs1 (stereo not drawn) | -3% | -20% | -11%
Cc1nc2cnc(Nc3ccccc3)nc2n(CCC#N)c1=O | 0% | -6% | .
CC(C)C[C@H](N)c1nnc(SCc2ccc(Cl)cc2)o1 | 15% | ? | 0%
C[C@H](NC(N)=O)C(=O)OCC(=O)NCc1cccs1 | -2% | -1% | 0%
CC(OC(=O)/C=C/c1ccc2ccccc2n1)C(=O)NCc1ccccc1 (stereo not drawn) | 1% | ? | 1%
COC(=O)Cn1c(=O)n(CCc2ccccc2)c(=O)c2c3c(sc21)CCCC3 | -1% | -27% | -18%
O=C(NC1CCCC1)c1ccc(COCC(F)(F)C(F)F)o1 | -6% | 1% | 0%
Cc1c(NS(=O)(=O)c2ccc(Cl)c(C(=O)OC(C)C(=O)NCc3ccco3)c2)c(=O)n(-c2ccccc2)n1C (stereo not drawn) | -10% | 1% | -2%
CC(=O)C1=C(O)C(=O)N(c2nnn(C)n2)C1c1cccs1 (stereo not drawn) | -2% | 16% | -7%
CCCCCOc1ccc(C(=O)C(c2ccccc2)N2CCOCC2)cc1 (stereo not drawn) | -7% | 21µM* | -19%
COc1cc(NC(=O)Cn2c(=O)n(CC3CCCO3)c(=O)c3cc(OC)c(OC)cc32)cc(OC)c1 (stereo not drawn) | 4% | -26%&-25% | -3%&-18%
Cc1ccc(S(=O)(=O)N2C[C@@H]3[C@H]4CC[C@H](C4)[C@@H]3[C@@H](C)[C@@H]2c2ccco2)cc1 | . | ? | ?
O=S(=O)(Nc1cccc(-c2cn3cccnc3n2)c1)c1ccc(Cl)cc1 | -10% | ? | -21%
Cc1ccc(S(=O)(=O)N(CC(=O)NCc2ccccn2)c2ccc(Cl)cc2)cc1 | -3% | -2% | -1%
CCOc1ccccc1CSc1nc2ccccc2[nH]1 | 26% | -26% | -4%
CCOCCCNC(=O)c1cnc2sc(N3CCCCC3)nn2c1=O | . | -13% | -6%
Cc1cccnc1NC(=O)NC(=O)c1ccc(C(C)(C)C)s1 | 20% | ? | 16%
Cc1cc(C)nc(NS(=O)(=O)c2ccc(NC(=O)CN3C(=O)C4CC=CCC4C3=O)cc2)n1 (stereo not drawn) | -5% | 5% | 7%
COc1ccc(-c2noc(C3CCCN(S(=O)(=O)c4cccc(Cl)c4)C3)n2)cc1OC (stereo not drawn) | -2% | ? | -3%
COC(=O)C1=C(C)N(c2cccc(Cl)c2)C(=O)C1 | -15% | ? | -13%
COc1ccc(N(C)C(=O)Cc2c(C(=O)O)[nH]c3ccccc23)cc1 | 2% | -20% | 3%
Cc1sc2ncnc(N3CCC(C(=O)NCC(=O)Nc4ccc(F)c(F)c4)CC3)c2c1C | -15% | ? | -4%
The listing continues:
SMILES | N370S GC | TDP1 cell CPT | FEN1 inh
O=S(=O)(c1cnc[nH]1)N1CCc2ccccc21 | -6% | ? | -1%
CCCCOC(=S)NC(=O)c1sc2ccccc2c1Cl | 7% | -3% | 8%
Cc1cc(C)n2c(SCC(=O)Nc3c(C)n(C)n(-c4ccccc4)c3=O)nnc2n1 | 4% | 0% | 12%
COc1ccc(S(=O)(=O)N(CCc2ccccc2)CC(=O)Nc2cc(Cl)ccc2C)cc1 | . | ? | ?
CCOCCOC(=O)C1=C(C)N(C)C(=O)NC1c1ccccc1Cl (stereo not drawn) | 1% | -24% | 0%
CN(CC(=O)Nc1ccc(F)cc1)C(=O)COC(=O)CN1C(=O)NC2(CCCC2)C1=O | 2% | 0% | -3%
Cn1c(N)c(C(=O)COC(=O)c2ccccc2C(F)(F)F)c(=O)n(C)c1=O | . | ? | -4%
Cc1ccc(NC(=O)Cn2ccn(Cc3ccc(Cl)cc3)c(=O)c2=O)cc1C | . | -11% | -2%
O=C(Nc1nccs1)c1cn(-c2ccccc2)nc1-c1ccncc1 | -27% | -10% | -22%
O=C(COC(=O)c1ccco1)Nc1ccc(Br)cc1 | 5% | 0% | -3%
C[C@H]1OC(=O)CC[C@@H]2[C@]1(C)CCC1[C@@]2(C)CC[C@@]2(C)C3CC(C)(C)CC[C@]3(CO)CC[C@]12C (stereo partly drawn) | -12% | ? | .
COc1ccc(N2CCN(S(=O)(=O)c3c(C)[nH]c(C)c3C(=O)N3CCCC3)CC2)cc1 | 0% | 1% | -3%
Cc1ccc(NC(=O)CS(=O)CC(=O)N(C(C)C(=O)NC2CCCCC2)C(C)(C)C)cc1 (stereo not drawn) | 1% | 1% | -2%
O=c1oc(-c2ccccc2)nc2c1cnn2-c1ccccc1 | 8% | -25% | -11%
COc1ccc(OC)c(NC(=O)NCc2ccc(F)cc2)c1 | 10% | 13% | -8%
Cc1ccc(CNC(=O)CCc2c(C)[nH]c(=O)c(C#N)c2C)cc1 | -1% | -7% | -5%
COc1cc2c(C(=O)N3CCN(c4ccc(F)cc4)CC3)cn(CC(C)C)c(=O)c2cc1OC | . | ? | -4%
Cc1ccc2c(c1)C1(SCCS1)C(=O)N2 | -3% | -1% | -18%
Cc1nc2ccn(Cc3ccco3)c(=O)c2cc1C(=O)NCc1ccccc1 | . | -25% | -4%
CCn1ccnc1CNC(=O)c1ccc2oc(C(C)C)nc2c1 | -7% | -8% | -3%
CCCCOc1ccc(C(=O)N2CCCC2C(=O)O)cc1 (stereo not drawn) | 0% | -19% | 3%
O=C(COC(=O)CCN1C(=O)C2CC=CCC2C1=O)NCCc1ccc(F)cc1 (stereo not drawn) | . | -1% | 1%
COCc1cc(=O)n2[nH]c(-c3ccco3)cc2n1 | 0% | -9% | 4%
Cc1oc(-c2ccc(C(=O)Nc3cccc(C(F)(F)F)c3)cc2)nc1CSc1ccccc1 | . | 23µM* | -14%
N#CCCNC(=O)Cn1c(COc2ccc(Cl)cc2)nc2ccccc21 | 0% | 0% | 29%
Carrying on.
SMILES | N370S GC | TDP1 cell CPT | FEN1 inh
COc1ccc(C(=O)Nc2ccccc2C(=O)N/N=C/c2cccc3ccccc23)cc1 | -4%[12.8 µM] | 21µM* | 17%
COc1ccc2nc(COC(=O)c3cccs3)c(C(C)=O)[n+]([O-])c2c1 | 6% | -8% | 11%
Cc1cccc(NC(=O)c2cc3c(=O)n4ccccc4nc3s2)c1 | ? | ? | ?
COc1ccc(C(=O)Nc2c(-c3cccs3)c(=O)c3ccccc3n2C)cc1 | 6% | 23µM* | 0%
CCOC(=O)C1=NN(C(=O)c2ccc(OC)cc2)C(O)(c2ccc(Cl)cc2)C1 (stereo not drawn) | 22% | ? | -21%
Cc1c(CC(=O)N2CCCCC2)c(=O)oc2c(C)c(O)ccc12 | . | -11% | -3%
CCOc1ccc(OCC)c(S(=O)(=O)NCc2cccnc2)c1 | 4% | -42% | 22%
CC(=O)Nc1ccc(S(=O)(=O)Nc2cccc(C(=O)Nc3ccccc3C(=O)O)c2)cc1 | -7% | ? | -15%
Cc1nc(-c2ccc(S(=O)(=O)N3CCN(c4cccc(C)c4C)CC3)cc2)co1 | -12% | ? | -20%
Cc1cc(=O)oc2cc(NC(=O)CC3(CC(=O)O)CCCC3)ccc12 | 7% | 19% | -1%
CCCCOC(=O)c1ccc(NC(=O)c2ccc(F)cc2F)cc1 | . | -27% | -16%
Cc1ccc(/C=N/n2c(COc3ccccc3)n[nH]c2=S)s1 | ? | -7% | -10%
CCOc1ccccc1NC(=O)CSc1ncc2c(n1)-c1ccccc1N(CC)S2(=O)=O | . | 23µM* | 9%
COc1ccccc1Cn1c(CNS(=O)(=O)c2ccc(C(C)C)cc2)nc2cccnc21 | . | ? | -15%
O=c1c(-c2ccccc2)nc2cnc(N3CCNCC3)nc2n1-c1ccccc1 | -25% | ? | .
CCN(CC)C(=O)c1ccccc1NC(=O)c1ccccc1C | 3% | -2% | -6%
O=C(CC(Nc1ccc(Cl)cc1)C(=O)O)c1ccccc1 (stereo not drawn) | 5% | 21µM* | -24%
CCCCCCSc1nnc2[nH]c(=O)cc(N)n12 | -16% | -21% | -3%
Cc1ccc(-n2c(=O)c3sccc3n(CC(=O)NCc3ccco3)c2=O)cc1F | -3% | -12% | -4%
CCN1C(C(=O)c2ccccc2)=C(OC(=O)c2ccc(OC)cc2)c2ccccc2S1(=O)=O | . | 4.6µM* | 8%

Quoted from the entries so far, 6 compounds:
SMILES | N370S GC | TDP1 cell CPT | FEN1 inh
O=c1c(-c2ccccc2)nc2cnc(N3CCNCC3)nc2n1-c1ccccc1 | -25% | ? | .
CCN(CC)C(=O)c1ccccc1NC(=O)c1ccccc1C | 3% | -2% | -6%
O=C(CC(Nc1ccc(Cl)cc1)C(=O)O)c1ccccc1 (stereo not drawn) | 5% | 21µM* | -24%
CCCCCCSc1nnc2[nH]c(=O)cc(N)n12 | -16% | -21% | -3%
Cc1ccc(-n2c(=O)c3sccc3n(CC(=O)NCc3ccco3)c2=O)cc1F | -3% | -12% | -4%
CCN1C(C(=O)c2ccccc2)=C(OC(=O)c2ccc(OC)cc2)c2ccccc2S1(=O)=O | . | 4.6µM* | 8%

Structures from the list above that have a tert-butyl group:
SMILES | N370S GC | TDP1 cell CPT | FEN1 inh
Cc1cccnc1NC(=O)NC(=O)c1ccc(C(C)(C)C)s1 | 20% | ? | 16%
Cc1ccc(NC(=O)CS(=O)CC(=O)N(C(C)C(=O)NC2CCCCC2)C(C)(C)C)cc1 (stereo not drawn) | 1% | 1% | -2%
